Screening results: PubChem BioAssay, Broad Institute
CD40 NFkB inh – inhibitors of CD40-induced NF-kB signaling, primary screen, BL2 cells, luciferase reporter, single point | CD40L-induced, 4 h | inhibition, % at 10 µM | actives 0.94% (n = 83,000) | AID 1053188, 2014;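 active = mean inhibition of at least 50% with a set share of replicates also reaching that level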;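 also: 0% = neutral control wells and 100% = IKK inhibitor VII at 50 µM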
An asterisk follows results filed as active; & = joins results of further samples; [ ] = dose if it differs, or a comment. This is a subset, so the mix of outcomes need not match the whole.

CD40 NFkB inh	compound
5	N#Cc1ccc(CN2CCN(C(=O)CNC(=O)Cc3ccccc3)CC2)cc1
12&-8[25 µM]	CN(C)C(=O)c1cccc(-c2ccc(C3[C@H]4CNC[C@@H]3N4S(=O)(=O)c3ccccc3F)cc2)c1 (stereo partly drawn)
-3	C[C@H](CO)N1C[C@H](C)[C@H](CN(C)S(=O)(=O)c2cccs2)Oc2c(NC(=O)C3CCCCC3)cccc2C1=O
4	CS(=O)(=O)N1[C@H](C#N)[C@@H](c2ccccc2)[C@H]1CO
5	Cc1cccc(C)c1NC(=O)C1(N2CCN(C(=O)c3ccco3)CC2)CCCCC1
3[25 µM]	COCC(=O)N1[C@H](C#N)[C@@H](c2ccccc2)[C@@H]1CO
-9	O=C(COc1ccccc1)Nc1ccc(-c2ccc(N3CCOCC3)nn2)cc1
5	O=C(CCC1COc2ccccc2O1)Nc1ccccn1 (stereo not drawn)
0	COCC(=O)N/N=C\c1ccc(OC/C=C/c2ccccc2)c(OC)c1
7	COc1ccc(CCN2C(=O)c3cccnc3C2=O)cc1OC
4	CCOC(=O)C1CCN(C(=O)CCn2c(=O)[nH]c3ccccc3c2=O)CC1
16	COc1ccc(NC(=O)CN(C)C(=O)c2ccccc2Sc2ncnc3sc(C)c(C)c23)cc1
7[25 µM]	CCCNC(=O)N1[C@H](CO)[C@@H](c2ccc(-c3cccc(OC)c3)cc2)[C@@H]1C#N
1[25 µM]	C[C@@H]1CCCCO[C@H](CN(C)Cc2ccc(C(=O)O)cc2)[C@@H](C)CN([C@@H](C)CO)C(=O)c2cc(N(C)C)ccc2O1
9	COc1ccc(N(CC(=O)NC2CC2)S(=O)(=O)c2ccccc2)cc1
-13[25 µM]	C[C@@H]1CN([C@@H](C)CO)C(=O)c2cc(NC(=O)Nc3ccc4c(c3)OCO4)ccc2O[C@@H](C)CCCCO[C@@H]1CN(C)C(=O)CCCN(C)C
4	COC(=O)c1c(NC(C)=O)sc2c1CCCC2
-3	O=C(OCC(=O)c1c[nH]c2ccccc12)c1cc2ccccc2cc1O
-16	CC(C)Cn1c(SCC(=O)Nc2ccc3[nH]c(=O)[nH]c3c2)nc2ccccc2c1=O
-13[25 µM]	C[C@H](CO)N1C[C@H](C)[C@H](CN(C)C(=O)NC2CCCCC2)Oc2c(NS(=O)(=O)c3ccc(F)cc3)cccc2C1=O
4	Cc1cccc(C(=O)Nc2ccnc(-c3cccnc3)n2)c1
10	COCCOC(=O)c1c(NC(=O)CN(C)c2ccccc2)sc(C(N)=O)c1C
-4	Cc1ccc(OCC(=O)NNC(=O)Cn2c(=O)cnc3ccccc32)cc1
-3	CC(C)C#Cc1ccc([C@H]2[C@@H](CO)N3C(=O)CN(C(=O)NC4CCCCC4)C[C@@H]23)cc1
-4	CCOC(=O)c1c(C)[nH]c(C(=O)NCCN2CCOCC2)c1C
7	COC(=O)[C@H](C)NC(=O)Nc1ccccc1F
8	O=C(NC1CCCC1)C1CCN(c2cnccn2)CC1
-4[25 µM]	COc1cccc(CNC(=O)C[C@H]2CC[C@H]3[C@@H](COc4ccc(NS(=O)(=O)c5ccccc5F)cc4C(=O)N3C)O2)c1
-2[25 µM]	COc1ccc(S(=O)(=O)N2C[C@H](O)COC[C@@H]3O[C@@H](CC(=O)N[C@@H]4CCN(Cc5ccccc5)C4)CC[C@H]32)cc1
6[25 µM]	CN1C(=O)c2cc(NC(=O)Cc3cccs3)ccc2OC[C@@H]2O[C@H](CC(=O)NCCc3ccncc3)CC[C@@H]21
6	CCCCCC(C)NC(=O)c1cc(S(=O)(=O)N2CCCCC2)ccc1N1CCOCC1 (stereo not drawn)
3	O=C(CN1C(=O)NC2(CCCC2)C1=O)OCCOc1ccccc1
-7	O=C(O)C1Sc2[nH]c(=O)sc2C2c3ccc(O)cc3OC(=O)C12 (stereo not drawn)
22	COc1cc(NC(=O)c2cccc(S(=O)(=O)N3CCCCC3)c2)cc(OC)c1OC
3	CCCN(CC1CC1)C(=O)COC(=O)c1oc2c(F)cccc2c1C
-1	COC(=O)c1ccccc1NC(=O)COC(=O)CSc1nnc(N)s1
13[25 µM]	CCCC#Cc1ccc([C@H]2[C@H](C#N)N(S(=O)(=O)c3cccc(F)c3)[C@H]2CO)cc1
2	COc1cc(Cl)ccc1NC(=O)COc1ccccc1C(=O)NN
73*	O=C(c1ccccc1)c1cc(-c2ccccc2)on1
14	O=C(CC(NS(=O)(=O)c1ccc(Cl)cc1)c1ccco1)NCc1cccnc1 (stereo not drawn)
3	COc1ccc(Cl)cc1NC(=O)CN(C)C(=O)/C=C/c1ccco1
-3[25 µM]	C[C@@H](NC(=O)C[C@H]1CC[C@@H]2[C@H](COC[C@H](O)CN2C(=O)Nc2cccc(Cl)c2)O1)c1ccccc1
-39	O=C(Nc1ccc(C#Cc2ccccc2)cc1)C1CC1
-53	COc1ccc(Nc2nnc(SCC(=O)N(CC(C)C)C3CCS(=O)(=O)C3)s2)cc1 (stereo not drawn)
-12	Cc1cccc(NC(=O)CN(CC2CCCO2)C(=O)c2cc3ccccc3o2)c1C (stereo not drawn)
-3	CCOC(=O)c1oc2ccccc2c1CSc1nnc(-c2ccco2)o1
5	CCOC(=O)C1CCN(C(=O)Cn2cccc2C(=O)c2ccccc2)CC1
1	O=C(Nc1cccc(Cl)c1)N1C[C@H]2[C@@H](c3ccccc31)[C@@H](CO)N2C(=O)C1CC1
-11	CCOc1ccc(NC(=O)CN(C)C(=O)CCNC(=O)c2ccc(Br)cc2)cc1OCC
7[25 µM]	COc1ccc2c3c([nH]c2c1)[C@@H](CO)N(Cc1ccccc1F)CC31CN(CC2CC2)C1
3	CCN(CC(=O)Nc1c(F)cccc1F)C(=O)c1cc2c(cc1Cl)N1CCCCCC1=NS2(=O)=O
-44	CC(=O)Nc1ccc(OC(=O)c2cccs2)cc1
-6	c1coc(CNc2c3c(nc4ccccc24)CCC3)c1
7	COC(=O)C1=C(C)NC(=O)CC1c1ccc(F)c(Br)c1 (stereo not drawn)
3	O=C(C[C@H]1C[C@@H]2c3cc(NS(=O)(=O)c4ccc(F)cc4)ccc3O[C@@H]2[C@H](CO)O1)NC1CCCC1
16	Cc1ccccc1NC(=O)CSc1nnc(Cc2ccccc2)c(=O)n1N

(continued)
CD40 NFkB inh	compound
2	c1cnc(N2CCN(c3cnccn3)CC2)nc1
4	NC(COCc1ccccc1)c1csc(Nc2cc(NCCCO)ncn2)n1 (stereo not drawn)
-4[25 µM]	CCC(=O)N1C[C@@H]2[C@H](c3ccccc31)[C@@H](CO)N2C(=O)CC1CC1
-8[25 µM]	COc1ccc(-c2ccc([C@H]3[C@@H](C#N)N(C(=O)NC(C)C)[C@H]3CO)cc2)cc1
6	CCSc1nnc(-c2cccc(S(=O)(=O)N(C)C)c2)n1-c1cc(OC)ccc1OC
-6	CCOC(=O)C(C)(C)NS(=O)(=O)c1ccc(Cl)c([N+](=O)[O-])c1
6	COc1cc(/C=C/C(=O)OC(C)C(=O)NC2CCCCC2C)cc(Cl)c1OC (stereo not drawn)
-8	O=C(c1ccco1)N1CCN(C(=O)C2CC(=O)N(c3ccccc3)C2)CC1 (stereo not drawn)
16	CCc1cc2c(=O)c(-c3ccc(F)cc3)c(C)oc2cc1OCC(=O)O
-4	CCOC(=O)CCN(C(=O)Nc1ccccc1)C1CCCCC1
1	COc1ccc(OCCCC(=O)OCC(=O)Nc2c(C)nn(-c3ccccc3)c2C)cc1
-11	CCOC(=O)Cc1csc2nc(-c3ccccc3)nn12
11	CCC(=O)Nc1ccc(Oc2ccc(NC(=O)CC)c(NC(=O)CC)c2)cc1
4	Cc1nn(CC(=O)NCc2ccccc2)c(=O)c2cccn12
-8	CCc1ccc(CN2CCC(C(=O)Nc3ccc(Oc4ccccc4)nc3)CC2)o1
-8	O=C(CCSCCC(=O)NN=Cc1ccccc1O)NN=Cc1ccccc1O
-3	CC(Sc1nnc2n1CCCCC2)C(=O)Nc1cccc(S(=O)(=O)N2CCOCC2)c1 (stereo not drawn)
3	CS(=O)(=O)c1ccc(-c2csc(C(O)(c3ccccc3)C(F)(F)F)n2)cc1 (stereo not drawn)
10	CCOc1ccc(NC(=O)CN(C)C(=O)CCc2nc3ccccc3c(=O)[nH]2)cc1OCC
-9	O=C(NCC1CCCN1S(=O)(=O)c1cccs1)c1ccccc1 (stereo not drawn)
9	C[C@@H](NC(=O)C[C@H]1C[C@@H]2c3cc(NC(=O)NC4CCCC4)ccc3O[C@@H]2[C@@H](CO)O1)c1ccccc1
-21	O=C(c1cccc(F)c1)N1CC[C@@H]2[C@H](CO)Nc3ccc(-c4ccc(F)cc4)cc3[C@@H]21
97*	CCOC(=O)CC(S(=O)(=O)c1ccccc1)S(=O)(=O)c1ccccc1
-7	CC(=O)Nc1cc(-c2ccccc2CN(C)C)cn2c(-c3ccc(F)c(Cl)c3)cnc12
0	CC(C)c1ccc(CN2CCC2(C)C(=O)Nc2cccc(Oc3ccccc3)c2)cc1 (stereo not drawn)
-11	Cc1ccc(Cn2c(C)c3cnn(CC(=O)NC4CCCC4)c(=O)c3c2C)cc1
0[25 µM]	Cc1noc(C)c1S(=O)(=O)N(C)C[C@H]1OCc2cnnn2CCCC(=O)N([C@@H](C)CO)C[C@H]1C
15	CCOC(=O)c1[nH]c(C)c(C(=O)N(CC)CC)c1C
-9	CC[n+]1cc(-c2ccccc2)nc(N2CCOCC2)n1
-4	O=C(CC1C(=O)NCCN1Cc1ccc(-c2ccccc2)cc1)NC1CCC1 (stereo not drawn)
2[25 µM]	CN1CCN(C(=O)C[C@@H]2C[C@@H]3c4cc(NC(=O)C5CCC5)ccc4O[C@@H]3[C@@H](CO)O2)CC1
1	c1cc2nnnn2nc1N1CCCCC1
-2	O=C1CCCN1CCC1CCCCN1Cc1nc(COc2ccccc2)no1 (stereo not drawn)
5	Cc1cc(C)n(-c2ccc(C(=O)OCC(=O)NCc3ccc(F)cc3)cc2)n1
3	CCOc1ccc(OCCC(=O)OCC(=O)NCc2ccc(Cl)cc2)cc1
0	C[C@@H]1CN([C@H](C)CO)C(=O)CCCn2cc(nn2)CO[C@H]1CN(C)CC1CCCC1
6	CCOC(=O)c1cc(CO)cc(C(=O)OCC)c1
8	Cc1noc(C)c1COc1ccc(C(=O)NCCc2ccc(S(N)(=O)=O)cc2)cc1
-6[25 µM]	C[C@@H]1CN([C@H](C)CO)C(=O)CCCn2nncc2CO[C@H]1CN(C)C(=O)C1CCCCC1
-52	O=C(Nc1nc(-c2ccccn2)cs1)C1CC1
-4	O=C(C1CCC1)N1CCN(S(=O)(=O)c2cc(F)ccc2F)CC1
7	CC(=O)N(C)C[C@H]1Oc2ccc(N)cc2C(=O)N(C)C[C@@H]1C
-3[25 µM]	CCCNC(=O)N1[C@H](CO)[C@@H](c2ccccc2-c2ccc(OC)cc2)[C@@H]1C#N
-4	CCCn1ccc(O)c(Cc2ccc(Cl)cc2)c1=O
8[25 µM]	C[C@@H]1CCCCO[C@@H](CN(C)CC2CCCCC2)[C@H](C)CN([C@@H](C)CO)C(=O)c2cc(NS(C)(=O)=O)ccc2O1
3	COc1ccc(CCC(=O)Nc2cccc(S(=O)(=O)N3CCCC3)c2)cc1OC
5[25 µM]	CCC(=O)N1CCCCN2[C@@H](CO)[C@H](c3ccc(-c4cccc(C#N)c4)cc3)[C@@H]2C1
-30	O=C(c1ccc(CSc2ccc(Cl)cc2)cc1)N1CCOCC1
1	Cc1cc(CNC(=O)CC2C(=O)NCCN2Cc2ccc(-c3ccccc3)cc2)nn1C (stereo not drawn)
3	Cc1cccc(NC2=CC(=O)CC(C)(C)C2)c1C
-4	C[C@@H]1CCCCO[C@H](CN(C)S(=O)(=O)c2ccc(F)cc2)[C@@H](C)CN([C@@H](C)CO)C(=O)c2cc(NS(=O)(=O)c3ccc(Cl)cc3)ccc2O1
-3	CC(=O)NC(Cc1c[nH]c2ccccc12)C(=O)O (stereo not drawn)
8	COc1ccc(C2CCCN2C(=O)c2cccs2)cc1 (stereo not drawn)
-5	COc1ccccc1-c1nnc(NC(=O)CCS(=O)(=O)c2ccc(F)cc2)o1
10[25 µM]	C[C@@H]1CN([C@H](C)CO)C(=O)CCCn2cc(nn2)CO[C@@H]1CN(C)C(=O)c1cc(-c2ccccc2)on1
